Screening results from PubChem BioAssay.
AID inhibitor – inhibitors of human activation induced cytidine deaminase; AID 1347428; Potency, µM (series often up to 115 µM), without a hit: at the top dose activity change, negative = inhibition, usual class: inhibitors; hit rate 0.32% among 91,000; Q9GZX7; AID deamination FRET fluorescence, UDG-coupled, 4 h; note: nearly all actives have a fitted effect of over 25% in size
Target sequence (Q9GZX7 whole entry, looked up): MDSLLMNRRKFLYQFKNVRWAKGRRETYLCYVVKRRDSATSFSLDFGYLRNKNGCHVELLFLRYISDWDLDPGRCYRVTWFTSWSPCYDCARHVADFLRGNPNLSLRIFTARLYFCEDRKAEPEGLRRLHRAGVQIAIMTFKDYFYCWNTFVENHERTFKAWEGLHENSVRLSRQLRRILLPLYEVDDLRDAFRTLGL
UDG counter – UDG inhibition counter-screen | FRET deamination/UDG coupled assay, UDG read, 4 h | Potency, µM (highest dose often 115 µM), inactives show top-dose activity change, negative = inhibition, hits mostly inhibitors | hit rate 0.14% among 91,000 | AID 1347430; note: nearly all actives have a fitted effect of over 65% in size
* marks the source's active call; other numbers are inactive results; u = inconclusive; & = joins results of further samples; [ ] = dose if it differs, or a comment. Calls come from the whole dose curve; as a rule, active = well fitted curve in the direction sought with a large enough effect; inconclusive = small, poorly fitted or top-dose-only effect, or another doubt; inactive = no such curve, though single readings can be large; an effect the other way counts as inactive or inconclusive. % is set by controls: 0 for no effect and ±100 for the full control effect; potency is the fitted concentration of half-maximal effect.

molecule	UDG counter	AID inhibitor
C=CCNCc1ccc(Br)cc1	4%	1%
N#CC(/C(=N/S(=O)(=O)c1cccs1)c1ccccc1)c1ccccn1 (centres undefined)	2%	-5%
CC(Sc1nc2ccccc2o1)C(=O)c1ccccc1 (centres undefined)	-2%	-4%
N#Cc1ccccc1NC(=O)C(=O)NCC(c1cccnc1)N1CCN(c2ccccc2)CC1 (centres undefined)	6%	-3%
O=C(C1=Cc2sc3c(c2CS1)CCCC3)N1CCC2(CC1)OCCO2	-3%	8%
COc1ccc(NC(=O)c2ccc(S(=O)(=O)NCC3CCCO3)cc2)cc1 (centres undefined)	-4%	4%
O=C(O)CC1c2ccccc2CCN1C(=O)Nc1cc(Cl)ccc1Cl (centres undefined)	-6%	0%
COc1ccc(NC(=O)Cn2c(CCC(=O)O)ccc2-c2ccccc2)cc1Cl	-9%	6%
CCNC(=O)NC(=O)C(C)OC(=O)c1nn(CC(C)C)c(=O)c2ccccc12 (centres undefined)	12%	2%
CC(C)(C)C(=O)Nc1cccc(C(=O)NOCc2ccccc2)c1	6%	-4%
Cc1ccc(/C=C/C(=O)N/N=C/c2ccccc2)cc1	1%	-10%
Cn1c(=O)n(Cc2nc(-c3ccccc3)no2)c(=O)c2ccccc21	0%	-16%

(continued)
molecule	UDG counter	AID inhibitor
Cc1ccc(S(=O)(=O)c2nnn3c2nc(NCc2ccccc2)c2sccc23)cc1	8%	-16%
O=C(CCC1CCCCC1)Nc1ccc2sc3ccccc3c(=O)c2c1	5%	7%
O=C(Nc1cccnc1)C1CCC1	-12%	-4%
COc1ccc(OC)c(-c2noc(N3CCN(c4cc(C)ccc4C)CC3)n2)c1	-3%	u
CC(NC(=O)CSc1ccccc1)c1ccc2c(c1)OCCO2 (centres undefined)	7%	-3%
CCOC(=O)c1ccc(Nc2nc3ccccc3n3c(C)nnc23)cc1	4%	3%
NC(=O)c1c(NC(=O)c2cc(-c3ccc(F)cc3)on2)sc2c1CCCC2	3%	27%
COc1ccccc1C1CC(=O)NC(SCC(=O)Nc2ccc(F)cc2)=C1C#N (centres undefined)	5%	2%
CCC1(C)Cc2c(sc3nc(SC)n(-c4ccc(C)cc4)c(=O)c23)CO1 (centres undefined)	-12%	-14%
Cc1cccc(CNC(=O)CN2C(=O)CCn3nc(-c4cn(C)c5ccccc45)cc32)c1	0%	14%
COCCCNc1nc2c(c(=O)[nH]c(=O)n2C)n1CCO	-11%	-5%
COc1ccc(CC(=O)Nc2ccc3nc(Nc4ccc(OC)cc4)cc(C)c3c2)cc1	6%	27%

More compounds.
molecule	UDG counter	AID inhibitor
CC(C)(C)c1ccc(C(=O)NC(Nc2cccc(C(F)(F)F)c2)C(Cl)(Cl)Cl)cc1 (centres undefined)	-2%	-7%
CCOc1ccc(C=Nc2ccc(N(C)C)cc2)cc1	5%	-1%
O=C(Cn1nc(Br)nc1Br)c1ccc(F)cc1	-5%	19%
Cc1cc(=O)oc2cc3occ(-c4ccc5ccccc5c4)c3cc12	-1%	-5%
CSC1=N/C(=C\c2ccc(Cl)c(Cl)c2)C(=O)S1	3%	0%
CCOC(=O)C1CCN(c2csc3ccc(C)cc3c2=O)CC1	4%	3%
CC(C)Oc1ccc(CNC(=O)CCCN2C(=O)c3cccnc3Oc3ccc(Cl)cc32)cc1	27%	-27%
COc1ccc(NC(=O)Cn2c(=O)cc(C)c3c(C)nn(-c4cccc(Cl)c4C)c32)cc1OC	-11%	-9%
COC(=O)c1ccc(COc2ccc(OCc3ccccc3)cc2)o1	-2%	-2%
COc1ccc(NC(=O)CSc2nc(-c3cccs3)cc(C(F)(F)F)n2)c(OC)c1	-7%	1%
O=C(CSc1oc(-c2cccs2)nc1S(=O)(=O)c1ccccc1)Nc1ccc(F)cc1	-14%	9%
CCCOc1ccc(-c2nc3ccccc3c(C(=O)O)c2C)cc1	-4%	3%

The list continues.
molecule	UDG counter	AID inhibitor
COc1ccc(N2CCN(S(=O)(=O)c3csc(C(N)=O)c3)CC2)cc1	0%	0%
CN1CCN(NC(=O)c2ccccc2Br)CC1	-1%	u
CCOc1ccc(CN2C(=O)c3ccccc3Sc3ccc(C(=O)NCCCN4CCOCC4)cc32)cc1	-23%	-6%
CC(C)NC(=O)c1cccc2c1CCCN2Cc1nc(-c2cccc(Cl)c2)no1	-10%	-2%
CC(=O)NCCNC(=O)CCc1ncc(-c2ccc(Cl)cc2Cl)o1	-1%	-7%
CCOc1ccc(C2C(C(N)=O)=C(C)Nc3nc(-c4cccc(Cl)c4)nn32)cc1OC (centres undefined)	1%	-1%
Cn1cc(-c2cc3n(n2)CCC(=O)N3CC(=O)NCc2ccccc2)c2ccccc21	5%	-3%
N#CC1(C(=O)NCC2(c3ccccc3)CCCCC2)CCCCC1	-1%	-14%
CCOC(=O)c1cccc(NC(=O)c2ccc3nc(Cc4ccccc4)oc3c2)c1	2%	2%
COc1cc(NC(=O)CCCN2C(=O)CCn3nc(-c4cn(C)c5ccccc45)cc32)cc(OC)c1	u	2%
CCOc1ccc(NC(=O)c2sc(-n3nc(C)c(CCC(C)C)c3C)nc2C)cc1	14%	11%
Cc1cc(C(=O)NCc2ccccc2)c2c(C)nn(-c3cccc(Cl)c3C)c2n1	-6%	-4%

(next part)
molecule	UDG counter	AID inhibitor
CN(C)C(=O)/C(=C/C=C/c1ccccc1)NC(=O)c1ccccc1	11%	-3%
COC(=O)CCCC[C@H]1SC[C@@H](N)[C@H]1N	-7%	5%
COc1ccc(-n2ccnc(NCc3cccs3)c2=O)cc1	-12%	24%
CCc1nnc(CN2CCC(c3nc4ccccc4s3)CC2)o1	7%	-1%
OC[C@H]1O[C@H](n2cnc3c(N[C@H]4CCC[C@@H]4O)ncnc32)[C@H](O)[C@@H]1O	-6%	0%
CCOc1ccc(S(=O)(=O)Nc2ccc(-c3ccc(N4CCCC4)nn3)cc2)cc1	-2%	u
COc1ccc(-c2cnnn2-c2ccc(NC(=O)c3ccc(S(=O)(=O)N(C)C)cc3)cc2)cc1	-17%	u
Cc1ccc2c(c1)N(C(=O)N1CCC(C(=O)NCc3cccs3)CC1)CC(C)O2 (centres undefined)	-15%	-17%
Cc1ccn2c(=O)c(C(=O)Nc3ccc(F)c(C(F)(F)F)c3)cnc2c1	-16%	42%[activator]
Cc1cc(NS(=O)(=O)c2ccc(NC(=O)COc3c(C)ccc(C)c3C)cc2)nc(C)n1	45%[activator]	5%
Cc1cc(C=O)c(C)[nH]1	4%	20%
CSc1ccc(/C=N/NC(=O)c2ccccc2F)cc1	-3%	-3%

Further results follow:
molecule	UDG counter	AID inhibitor
CCOc1cc(CNC(=O)c2cc(-c3ccc(Cl)s3)nc3ccccc23)ccc1OC	-9%	11%
O=C(CSCc1nc2ccccc2c(=O)[nH]1)Nc1cccc(O)c1	-4%	-1%
CC(C)(C)CC(=O)N1CCC2(CC1)OCCN2S(=O)(=O)c1ccccc1	-6%	5%
COc1ccccc1-c1nnc(C2CCN(C(=O)c3ccc(C)cc3)CC2)o1	30%	-27%
Cc1ccc(CNS(=O)(=O)c2c(C)nc3scc(C)n3c2=O)cc1	16%	6%
COc1cccc(-c2cc(C(=O)Nc3cnn(Cc4ccc(Cl)cc4Cl)c3)no2)c1	3%	-1%
CCC(=O)N1c2ccc(S(=O)(=O)CCC(=O)NCc3cccc(OC)c3)cc2CC1C (centres undefined)	-10%	-16%
CN(CCOc1ccc(C#N)cc1)C1CCCc2ccccc21 (centres undefined)	-4%	-5%
CCOC(=O)C1CCN(C(=O)c2cn(-c3ccccc3)nc2-c2ccc(Cl)cc2)CC1	-8%	-10%
CCOc1ccc(NC(=O)NCCCN2CCN(c3ccc(F)cc3)CC2)cc1	-13%	-1%
N#Cc1cccc(COC(=O)CCC(=O)c2ccc3c(c2)OCCCO3)c1	-1%	-10%
CC(=O)c1cccc(NC(=O)CCCSc2nc(-c3ccco3)cc(C(F)(F)F)n2)c1	-2%[57.5 µM]	-18%[57.5 µM]

(list continues)
molecule	UDG counter	AID inhibitor
COc1ccc(-c2nc(C)c(-c3ccccc3)s2)cc1	3%	-9%
CCc1ccc(Sc2cc(C(=O)NC(C)CC)c3ccccc3n2)cc1 (centres undefined)	-3%	5%
COc1ccc(NC(=O)Cn2c(Nc3ccc(F)c(C)c3)nc(C)cc2=O)cc1OC	-5%	0%
CCCCC(CC)CNC(=O)CCCCn1c(=O)[nH]c2ccsc2c1=O (centres undefined)	0%	8%
CCCn1cc(S(=O)(=O)c2ccc(CC)cc2)c(=O)c2ccccc21	-12%	-13%
Cc1ccc(C(O)CNC(=O)c2ccc3c(c2)NC(=O)CS3)cc1 (centres undefined)	-2%	-7%
CCc1ccc(NC(=O)c2ccc(F)c(S(=O)(=O)N3CCC4(CC3)OCCO4)c2)cc1	-5%	-8%
COc1ccc(/C=C/C(=O)Nc2ccc(Cl)c(Cl)c2)cc1OC	u	u
c1ccc2c[n+](Cc3cccc4ccccc34)ccc2c1	-10%	-16%
CCOC(=O)c1c(C)[nH]c(C)c1S(=O)(=O)NCC(=O)Nc1cc(C)ccc1OC	-2%	6%
O=C(Nc1nc(-c2ccc(Cl)cc2)cs1)C1CCN(C(=O)c2ccoc2)CC1	-1%	-5%
Cc1ccc(-c2noc(-c3cc4cccc(O)c4oc3=O)n2)cc1	-6%	26%

Next part; it opens with the 2 that closed the last part.
molecule	UDG counter	AID inhibitor
O=C(Nc1nc(-c2ccc(Cl)cc2)cs1)C1CCN(C(=O)c2ccoc2)CC1	-1%	-5%
Cc1ccc(-c2noc(-c3cc4cccc(O)c4oc3=O)n2)cc1	-6%	26%
COc1ccccc1CNC(=O)CN1C(=O)CCn2nc(-c3ccccc3)cc21	2%	-6%
COc1ccccc1N1CCN(CCCNC(=O)Cn2ncc3c([nH]c4ccccc43)c2=O)CC1	-10%[57.5 µM]	180%
CC(C)c1ncc(Cl)c(C(=O)O)n1	-5%	3%
CC(=O)Nc1ccc2nc(SCCOc3ccccc3)sc2c1	-3%	-20%
COc1ccccc1N1CCN(c2ccc(=O)n(CC(=O)NCc3ccc(F)cc3)n2)CC1	-13%[57.5 µM]	15%
COc1ccc(C(=O)N2CC(=O)Nc3ccc(F)cc3C2c2ccc(F)cc2)c(OC)c1 (centres undefined)	7%	4%
Cc1cc(NC(=O)c2ccc3c(c2)OCCO3)cc(-c2nc3ccccc3o2)c1O	5%&4%	1%&48%
COc1ccc(CNC(=O)CC(C)CC2=NS(=O)(=O)c3ccccc3N2)cc1 (centres undefined)	3%	6%
COc1ccc(CNC(=O)CSCc2cnn(-c3ccccc3)c2-n2cccc2)cc1	-12%	-16%
Cc1ccc(Cl)cc1NC(=O)CN1C(=O)COc2ccc(S(=O)(=O)N3CCOCC3)cc21	-4%[57.5 µM]	10%
CCc1cnc2c(c1SCC(=O)c1ccccc1)c(=O)n(C)c(=O)n2C	6%	-27%
Cc1cc(C)cc(NS(=O)(=O)c2ccc(-c3cnc(C)o3)cc2)c1	-5%	-6%

(further entries)
molecule	UDG counter	AID inhibitor
Cc1cc(C)cc(NC(=O)N2CCC(CN3CCCCCC3)CC2)c1	-4%	3%
Cc1nn(-c2ccccc2)c2sc(C(=O)Nc3cccc(Cl)c3)cc12	-6%[57.5 µM]	-7%[57.5 µM]
Cn1cc(S(=O)(=O)N2CCCCCC2)cc1C(=O)N1CCN(c2cccc(C(F)(F)F)c2)CC1	-15%	u
COc1ccc(C(C)=O)c(F)c1	2%	-4%
COc1cc(C(=O)Nc2cc3c(cc2C)n(C)c(=O)c(=O)n3C)cc(OC)c1OC	19%	6%
CCCNC(=O)Cn1nc(-c2ccc(C)c(C)c2)c2cnc3ccc(OC)cc3c21	38%[activator]	33%[activator]
CC(C)C(=O)Nc1nonc1-c1ccc(Br)cc1	2%	-6%
CCCN(CCC)CCCNC(=O)c1sc2nc3n(c(=O)c2c1C)CCC3	5%	7%
CN(CC(=O)NC1(C#N)CCCC1)c1ccccc1	2%	4%
Brc1ccc(-c2nc(-c3ccccc3)no2)cc1	-6%	-4%
Cn1nc(C(=O)NCc2ccc(F)cc2)c2c1-c1ccccc1SC2	-9%[57.5 µM]	u
CCCN(C(=O)c1cc2c(=O)n(CC)c3ccccc3c2s1)c1ccccc1F	-5%	-16%

Whole records, quoted from the list:
Cc1nn(-c2ccccc2)c2sc(C(=O)Nc3cccc(Cl)c3)cc12 in the list: UDG counter = -6%[57.5 µM]; AID inhibitor = -7%[57.5 µM]
CCCNC(=O)Cn1nc(-c2ccc(C)c(C)c2)c2cnc3ccc(OC)cc3c21 in the list: UDG counter = 38%[activator]; AID inhibitor = 33%[activator]

New compounds follow:
molecule	UDG counter	AID inhibitor
CC(=O)C1=C(O)C(=O)NC1c1ccc(Br)cc1 (centres undefined)	3%	5%
O=C(c1ccc(Cl)cc1Cl)N(CCS(=O)(=O)N1CCCCC1)Cc1cccnc1	-1%	-5%
CCN1CCN(Cc2c(O)ccc3oc(C)c(C(=O)Nc4cccc(Cl)c4C)c23)CC1	0%	-4%
O=C(NC1CC(=O)N(c2ccc(F)cc2)C1)C1CCCC1 (centres undefined)	-5%	11%
Cc1ccccc1C(=O)O/N=C/c1ccc(Br)cc1	-8%	-19%
Cc1cc(C)c(NC(=O)CC2(C(=O)O)CCCC2)c(C)c1	8%	-2%

Only part of the results is shown, so the mix of outcomes need not match the whole.
